Screening results from PubChem BioAssay.
HP1b chromo inh: inhibitors of HP1-beta chromodomain binding to methylated histone tails | P83916 | AlphaScreen HP1-beta / biotin-H3K9me3 peptide binding | Potency, µM (top dose mostly 114 µM), without a hit: at the top dose activity change, negative = inhibition, actives largely listed as inhibitors | 390,000 compounds, 0.56% hits | AID 540317; note: potency is the fitted concentration of half-maximal effect; nearly all actives have a fitted effect of over 70% in size; inactives centre near 23
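HP1-beta protein (50 nM final) preincubated 30 min at room temperature with biotinylated H3(1-18)K9me3 peptide (50 nM) in PBS pH 7.4, 0.01% Tween-20, then compound added for 30 min. AlphaScreen streptavidin donor/nickel chelate acceptor beads (10 ug/mL final), 30 min dark, luminescence read.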
G9a inh: G9a (human) methyltransferase inhibition. 350,000 compounds, 8.8% hits. G9a H3K9 monomethylation, AlphaScreen, 2 h. Q96KQ7. AID 504332. Potency, µM (highest dose often 102 µM), for inactives: at the top dose activity, negative = inhibition, hits mostly inhibitors; note: potency is the fitted concentration of half-maximal effect; % is set by controls: 0 for no effect and ±100 for the full control effect; nearly all actives have a fitted effect of over 75% in size
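Signal arises when biotinylated H3K9 peptide, once monomethylated, bridges streptavidin donor and antibody-captured acceptor beads. Enzyme at 20 nM was preincubated 15 min with test compounds; peptide 500 nM and SAM 20 uM then reacted for 2 h.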
PI4K2A block: inhibitors of human PI4K2A; Q9BTU6; purified PI4K2A, ADP-Glo luminescence, 1 h; hits give low values; activity change, negative = inhibition, % at 76.9 µM; 420,000 compounds, 0.13% hits; in the data active = activity change below about -50%; inconclusive = mostly about -30% to -49%;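 note: -100% = wells without enzyme as full effect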
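ADP-Glo luminescence measured ADP generated by PI4K2A enzyme (4 ug/mL before mixing) with 1.2 mM PI substrate (pre-mix) and 300 microM ATP (pre-mix). Tris pH7.5 buffer with MgCl2, Triton X-100; 1 h reaction at ambient temperature.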
BAZ2B inh: inhibitors of human BAZ2B bromodomain | Q9UIF8 | AlphaScreen BAZ2B-H3K14Ac peptide displacement | Potency, µM (doses to about 114 µM), inactives show at the top dose activity change, negative = inhibition, most hits filed as inhibitors | 360,000 compounds, 4.4% hits | AID 504333; note: potency is the fitted concentration of half-maximal effect; % is set by controls: 0 for no effect and ±100 for the full control effect; nearly all actives have a fitted effect of over 60% in size
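In this displacement format the biotinylated H3(5-23) peptide acetylated at Lys14 serves as ligand at 50 nM, with BAZ2B at 50 nM in PBS pH 7.4 containing 0.01% Tween-20. Donor and acceptor beads are 10 ug/mL final.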
Tb PGK inh: T. brucei PGK inhibition. P07378. 380,000 compounds, 0.043% hits. AID 602233. Potency, µM (series often up to 57.5 µM), inactives show at the highest dose activity change, negative = inhibition, usual class: inhibitors. PGK/GAPDH coupled, Kinase-Glo luminescence, 60 min; note: potency is the fitted concentration of half-maximal effect; % is set by controls: 0 for no effect and ±100 for the full control effect; nearly all actives have a fitted effect of over 60% in size
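Luminescent ATP detection (Kinase-Glo Plus) follows a 60-minute room-temperature incubation, with wells lacking PGK as controls. Buffer: 100 mM TEA (pH 7.6), 5 mM MgCl2, 0.01% Tween-20. Coupling enzyme GAPDH (100 nM final) supplies unstable 1,3-BPG in-well.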
JMJD2A Tudor inh: JMJD2A Tudor domain (human) inhibition. 390,000 compounds, 4.4% hits. Potency, µM (highest dose often 114 µM), inactives show at the top dose activity change, negative = inhibition, usual class: inhibitors. AlphaScreen JMJD2A-Tudor / H3K4me3 peptide binding; note: potency is the fitted concentration of half-maximal effect; % is set by controls: 0 for no effect and ±100 for the full control effect; nearly all actives have a fitted effect of over 50% in size
Target sequence (O75164 whole entry, looked up, the tested form may be a part): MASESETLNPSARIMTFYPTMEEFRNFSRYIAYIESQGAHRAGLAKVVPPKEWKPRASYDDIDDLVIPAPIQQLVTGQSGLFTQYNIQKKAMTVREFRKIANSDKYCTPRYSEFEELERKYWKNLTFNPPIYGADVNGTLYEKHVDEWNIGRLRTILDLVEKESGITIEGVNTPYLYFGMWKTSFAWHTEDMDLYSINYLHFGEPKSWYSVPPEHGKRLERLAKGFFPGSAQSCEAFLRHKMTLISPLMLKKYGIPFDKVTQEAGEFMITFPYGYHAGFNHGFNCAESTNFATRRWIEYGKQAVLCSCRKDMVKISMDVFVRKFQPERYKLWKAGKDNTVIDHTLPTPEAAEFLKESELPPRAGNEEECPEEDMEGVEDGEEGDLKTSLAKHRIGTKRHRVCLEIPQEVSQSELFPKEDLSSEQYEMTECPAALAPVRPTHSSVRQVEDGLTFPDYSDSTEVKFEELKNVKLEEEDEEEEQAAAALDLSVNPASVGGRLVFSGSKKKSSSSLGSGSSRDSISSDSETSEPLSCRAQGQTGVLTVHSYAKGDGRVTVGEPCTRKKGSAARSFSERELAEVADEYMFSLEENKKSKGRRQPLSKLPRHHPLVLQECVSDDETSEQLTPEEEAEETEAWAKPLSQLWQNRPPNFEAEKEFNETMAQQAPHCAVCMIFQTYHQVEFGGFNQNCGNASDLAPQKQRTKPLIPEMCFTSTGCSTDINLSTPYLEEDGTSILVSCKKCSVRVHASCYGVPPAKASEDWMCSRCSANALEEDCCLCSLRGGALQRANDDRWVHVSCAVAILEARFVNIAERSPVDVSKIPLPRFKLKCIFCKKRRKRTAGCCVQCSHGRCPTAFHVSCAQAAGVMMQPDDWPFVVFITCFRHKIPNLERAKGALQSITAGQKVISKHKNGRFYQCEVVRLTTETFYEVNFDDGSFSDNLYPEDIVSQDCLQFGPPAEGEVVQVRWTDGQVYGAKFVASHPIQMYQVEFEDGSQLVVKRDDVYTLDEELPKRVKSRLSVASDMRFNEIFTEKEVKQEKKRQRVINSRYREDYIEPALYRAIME
POLH inh: blocks human DNA polymerase eta activity. recombinant Pol eta, fluorescent DNA replication assay. Potency, µM (titrated, usually from 114 µM), inactives show top-dose activity change, negative = inhibition, hits mostly inhibitors. 390,000 compounds, 1.2% hits; note: potency is the fitted concentration of half-maximal effect; % is set by controls: 0 for no effect and ±100 for the full control effect
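Fluorescent replication assay: 50 nM final substrate added after a 15 min room-temperature compound preincubation with 10 nM enzyme. Signal taken at 0 min and again at 10 min.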
GLS inh: blocks human kidney-isoform glutaminase activity | O94925 | GLS enzymatic activity, qHTS titration | Potency, µM (titrated, usually from 45.5 µM), inactives show at the top dose activity change, negative = inhibition, usual class: inhibitors | 410,000 compounds, 0.21% hits | AID 624170; note: potency is the fitted concentration of half-maximal effect; % is set by controls: 0 for no effect and ±100 for the full control effect
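hKGA in 45 mM KH2PO4 pH 8.2, 0.02% Tween-20 with pin-transferred compounds; 1 mM L-glutamine (stock) plus glutamate oxidase/HRP/Amplex Red coupling added. Fluorescence read initially and after 30 min at RT.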
Pin1 inhibitor: blocks the human prolyl isomerase Pin1; Pin1 FP peptide displacement, HiFluor488, 10 min; Q13526; 390,000 compounds, 0.009% hits; Potency, µM (titrated, usually from 115 µM), without a hit: at the highest dose activity, negative = inhibition, most hits filed as inhibitors; active = well fitted inhibition curve with a large enough effect in the polarisation, with a control signal flat, not every such curve was filed as active; inconclusive = small, poorly fitted or top-dose-only effect, or effect the other way, or a change in a side signal; inactive = no such curve, though single readings can be large or run the other way; the % refers to the polarisation; note: potency is the fitted concentration of half-maximal effect; % is set by controls: 0 for no effect and ±100 for the full control effect
* hit, by the source's call; [ ] = another dose, or the depositor's remark. Unless noted, calls come from the whole dose curve; as a rule, active = well fitted curve in the direction sought with a large enough effect; inconclusive = small, poorly fitted or top-dose-only effect, or another doubt; inactive = no such curve, though single readings can be large; an effect the other way counts as inactive or inconclusive. Only part of the results is shown (hit frequency here may not be typical).

Results for CCS(=O)(=O)N1CCc2cc(C(=O)Nc3ccc(Br)cc3F)ccc21 ?
HP1b chromo inh: 10%; G9a inh: -4%[59 µM]; PI4K2A block: -1; BAZ2B inh: inconclusive; Tb PGK inh: -2%; JMJD2A Tudor inh: inconclusive; POLH inh: 3%; GLS inh: -8%; Pin1 inhibitor: -1%

How did CC1=C(C(=O)OCc2ccccc2)C(c2ccc([N+](=O)[O-])cc2)NC(=O)N1C (stereo not drawn) do in these assays?
HP1b chromo inh: 18%; G9a inh: 1%; PI4K2A block: 2; BAZ2B inh: -30%; Tb PGK inh: -9%; JMJD2A Tudor inh: -23%; POLH inh: -18%; GLS inh: -7%; Pin1 inhibitor: -2%

How did S=C(NCc1ccccc1)NCc1cccc(Cl)c1 do in these assays?
HP1b chromo inh: 35%; G9a inh: 42%; PI4K2A block: -2; BAZ2B inh: 3%; Tb PGK inh: -1%; JMJD2A Tudor inh: 4%; POLH inh: -17%; GLS inh: 5%; Pin1 inhibitor: -4%

How did CCOc1cc(C)c(S(=O)(=O)N2CCCCC2)cc1C do in these assays?
HP1b chromo inh: 58%[activator]; G9a inh: 96%[activator]; PI4K2A block: 2; BAZ2B inh: 17%; Tb PGK inh: -7%; JMJD2A Tudor inh: 39%[activator]; POLH inh: -11%; GLS inh: -5%; Pin1 inhibitor: 6%

Results for COc1ccccc1N1CCN(C(=O)C2CCN(C(=O)c3ccc(C(C)(C)C)cc3)CC2)CC1 ?
HP1b chromo inh: 13%; G9a inh: -22%; PI4K2A block: 2; BAZ2B inh: -12%; Tb PGK inh: 1%; JMJD2A Tudor inh: -22%; POLH inh: -28%; GLS inh: 1%; Pin1 inhibitor: -6%

What do the screens show for `O=C(Nc1ccccc1C(=O)O)c1ccc(Cl)c(S(=O)(=O)N2CCOCC2)c1`?
HP1b chromo inh: 23%; G9a inh: 4%[12.7 µM]; PI4K2A block: 1; BAZ2B inh: -2%; Tb PGK inh: 5%; JMJD2A Tudor inh: -1%; POLH inh: 7%; GLS inh: 20%; Pin1 inhibitor: 2%

How did COC(=O)c1ccccc1NCCO do in these assays?
HP1b chromo inh: 22%; G9a inh: 2%[12.7 µM]; PI4K2A block: 2; BAZ2B inh: -9%; Tb PGK inh: -6%; JMJD2A Tudor inh: -9%; POLH inh: -18%; GLS inh: 1%; Pin1 inhibitor: -3%

How did COc1cccc(-n2nnc3c(=O)n(Cc4ccc(Br)cc4)cnc32)c1 do in these assays?
HP1b chromo inh: 17%; G9a inh: 15%[59 µM]; PI4K2A block: 4; BAZ2B inh: 4%; Tb PGK inh: 24%; JMJD2A Tudor inh: -23%; POLH inh: -9%; GLS inh: -2%; Pin1 inhibitor: 9%

How did COc1ccc(S(=O)(=O)Nc2c(C)c(C)cc3c2ncn3C)cc1 do in these assays?
HP1b chromo inh: 25%; G9a inh: -28%; PI4K2A block: 1; BAZ2B inh: -3%; Tb PGK inh: -3%; JMJD2A Tudor inh: -12%; POLH inh: -1%; GLS inh: 17%; Pin1 inhibitor: -2%

Results for CCC(C)(C(=O)NC1CCCC1)N(C(=O)CNC(C)=O)c1ccccc1 (stereo not drawn) ?
HP1b chromo inh: 30%; G9a inh: 3%[12.7 µM]; PI4K2A block: -4; BAZ2B inh: 10%; Tb PGK inh: 3%; JMJD2A Tudor inh: -16%; POLH inh: -6%; GLS inh: 3%; Pin1 inhibitor: -3%

How did COc1cc(NC(=O)CCc2nnc3ccc(N4CCC(C)CC4)nn23)cc(OC)c1 do in these assays?
HP1b chromo inh: 23%; G9a inh: -3%; PI4K2A block: 3; BAZ2B inh: -23%; Tb PGK inh: -2%; JMJD2A Tudor inh: -8%; POLH inh: -10%; GLS inh: -19%; Pin1 inhibitor: 1%

Results for CC(C)N(Cc1cnn(C)c1)Cc1nc(COc2ccccc2)no1 ?
HP1b chromo inh: inconclusive; G9a inh: 4%; PI4K2A block: 7; BAZ2B inh: -15%; Tb PGK inh: -2%; JMJD2A Tudor inh: inconclusive; POLH inh: 6%; GLS inh: 4%; Pin1 inhibitor: -2%

Results for CCN(C(=O)COc1ccccc1)c1nnc(-c2cccnc2)s1 ?
HP1b chromo inh: 23%; G9a inh: inconclusive; PI4K2A block: 2; BAZ2B inh: 5%; Tb PGK inh: -14%; JMJD2A Tudor inh: 3%; POLH inh: -6%; GLS inh: 10%; Pin1 inhibitor: -5%

How did CCOc1ccc(C(=O)Nc2nccs2)cc1[N+](=O)[O-] do in these assays?
HP1b chromo inh: 27%; G9a inh: 1%[59 µM]; PI4K2A block: 2; BAZ2B inh: 6%; Tb PGK inh: inactive; JMJD2A Tudor inh: 0%; POLH inh: -23%; GLS inh: 0%; Pin1 inhibitor: 5%

What do the screens show for `NC(=S)N/N=C/c1ccc(-n2nncc2-c2ccc(Cl)cc2)cc1`?
HP1b chromo inh: -9%; G9a inh: 45µM*; PI4K2A block: -13; BAZ2B inh: inconclusive; Tb PGK inh: -3%; JMJD2A Tudor inh: inconclusive; POLH inh: 1%; GLS inh: 26%; Pin1 inhibitor: 0%

Entries shown so far with a nitro group on carbon (2):
How did CC1=C(C(=O)OCc2ccccc2)C(c2ccc([N+](=O)[O-])cc2)NC(=O)N1C (stereo not drawn) do in these assays?
HP1b chromo inh: 18%; G9a inh: 1%; PI4K2A block: 2; BAZ2B inh: -30%; Tb PGK inh: -9%; JMJD2A Tudor inh: -23%; POLH inh: -18%; GLS inh: -7%; Pin1 inhibitor: -2%

How did CCOc1ccc(C(=O)Nc2nccs2)cc1[N+](=O)[O-] do in these assays?
HP1b chromo inh: 27%; G9a inh: 1%[59 µM]; PI4K2A block: 2; BAZ2B inh: 6%; Tb PGK inh: inactive; JMJD2A Tudor inh: 0%; POLH inh: -23%; GLS inh: 0%; Pin1 inhibitor: 5%

(cont.)
What do the screens show for `CCN(C(=O)Cn1cc(S(=O)(=O)N2CCN(c3ccccc3F)CC2)c2ccccc2c1=O)c1ccc(C)c(C)c1`?
HP1b chromo inh: 3%; G9a inh: -32%[59 µM]; PI4K2A block: -1; BAZ2B inh: -13%; Tb PGK inh: 7%; JMJD2A Tudor inh: -16%; POLH inh: -7%; GLS inh: 2%; Pin1 inhibitor: 1%

Results for COc1cc(C2N(c3ccc(Cl)cc3)C(=O)C3CCCN32)cc(OC)c1OC (stereo not drawn) ?
HP1b chromo inh: 25%; G9a inh: -2%; PI4K2A block: -4; BAZ2B inh: -5%; Tb PGK inh: inactive; JMJD2A Tudor inh: -16%; POLH inh: -7%; GLS inh: 1%; Pin1 inhibitor: 14%

What do the screens show for `COc1ccccc1CNC(=O)C1CCN(S(=O)(=O)c2ccc3c(c2)OCCO3)CC1`?
HP1b chromo inh: -4%; G9a inh: 16%; PI4K2A block: 2; BAZ2B inh: -4%; Tb PGK inh: -11%; JMJD2A Tudor inh: -10%; POLH inh: -19%; GLS inh: 3%; Pin1 inhibitor: -14%

How did O=[N+]([O-])c1ccc2nc(-c3ccccc3)[nH]c2c1 do in these assays?
HP1b chromo inh: -5%; G9a inh: 20%[59 µM]; PI4K2A block: -2; BAZ2B inh: -3%; Tb PGK inh: -8%; JMJD2A Tudor inh: -26%; POLH inh: inconclusive; GLS inh: 7%; Pin1 inhibitor: 0%

What do the screens show for `O=C(COC(=O)c1ccc[n+]([O-])c1)Nc1cc([N+](=O)[O-])ccc1Cl`?
HP1b chromo inh: 12%[57 µM]; PI4K2A block: -8; Tb PGK inh: -8%; JMJD2A Tudor inh: -23%; POLH inh: 1%; GLS inh: 5%; Pin1 inhibitor: -3%

What do the screens show for `Cc1cc(-n2ccnc(NCCc3ccc(S(N)(=O)=O)cc3)c2=O)ccc1Br`?
HP1b chromo inh: -22%; G9a inh: -40%[59 µM]; PI4K2A block: 3; BAZ2B inh: -39%; Tb PGK inh: -7%; JMJD2A Tudor inh: inconclusive; POLH inh: -19%; GLS inh: -2%; Pin1 inhibitor: -1%

What do the screens show for `CC(C)C(O)(C#CCN1CCCCCC1)c1ccccc1` (stereo not drawn)?
HP1b chromo inh: 6%; PI4K2A block: 2; BAZ2B inh: -20%; Tb PGK inh: -5%; JMJD2A Tudor inh: -13%; POLH inh: -18%; GLS inh: 6%; Pin1 inhibitor: -10%

What do the screens show for `CCOC(=O)CCCCN(Cc1ccccc1F)S(=O)(=O)c1ccc(F)c(C(=O)Nc2cc(Cl)cc(Cl)c2)c1`?
HP1b chromo inh: 30%; G9a inh: 33%[activator][59 µM]; PI4K2A block: 6; BAZ2B inh: 11%; Tb PGK inh: inactive; JMJD2A Tudor inh: -12%; POLH inh: -13%; GLS inh: 7%; Pin1 inhibitor: 2%

What do the screens show for `CSCC[C@H](NC(=O)Nc1ccc(C)cc1)C(=O)O`?
HP1b chromo inh: 18%; G9a inh: 0%; PI4K2A block: -2; BAZ2B inh: 6%; Tb PGK inh: 3%; JMJD2A Tudor inh: 0%; POLH inh: -7%; GLS inh: 18%; Pin1 inhibitor: -2%

Results for O=C(COC(=O)c1ccc(O)cc1)Nc1nccs1 ?
HP1b chromo inh: 41%[activator]; G9a inh: -4%[0.501 µM]; PI4K2A block: 0; BAZ2B inh: -18%; Tb PGK inh: -10%; JMJD2A Tudor inh: -10%; POLH inh: -5%; GLS inh: -21%; Pin1 inhibitor: 1%

What do the screens show for `O=C(c1ccc(F)cc1)C1CCN(C(=S)Nc2ccc(F)cc2)CC1`?
HP1b chromo inh: 32%; PI4K2A block: 4; BAZ2B inh: -7%; Tb PGK inh: inconclusive; JMJD2A Tudor inh: -3%; POLH inh: -18%; GLS inh: 13%; Pin1 inhibitor: 1%
